Screens from PubChem BioAssay.
CTSL1 counter: Fasciola hepatica cathepsin L1 inhibitors, primary screen, counter-screen for PFM18AAP inhibitor project, biochemical, QFRET, fluorogenic peptide substrate | recombinant F. hepatica cathepsin L1, Z-Leu-Arg-MCA fluorescence | inhibition, % at 5.96 µM | 300,000 compounds, 0.49% hits;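 active = inhibition above the mean of all tested compounds plus 3 SD, set per screening campaign, cut at about 17% in these data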;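 note: 0% = plate median of test compound wells and 100% = 1 µM Z-Phe-Ala-diazomethylketone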
PP1 counter: PP1-alpha phosphatase inhibitors, primary screen, counter-screen for PP5 inhibitor project, biochemical, fluorescence, OMFP substrate, single point; 320,000 compounds, 0.9% hits; inhibition, % at 6.7 µM; purified PP1alpha; Serine/threonine-protein phosphatase PP1-alpha catalytic subunit (Homo sapiens), P62136;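 active = inhibition above the mean inhibition of all tested compounds plus 3 SD, computed separately for each screening campaign, cut at about 15% in these data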
Target sequence (P62136 whole entry, looked up): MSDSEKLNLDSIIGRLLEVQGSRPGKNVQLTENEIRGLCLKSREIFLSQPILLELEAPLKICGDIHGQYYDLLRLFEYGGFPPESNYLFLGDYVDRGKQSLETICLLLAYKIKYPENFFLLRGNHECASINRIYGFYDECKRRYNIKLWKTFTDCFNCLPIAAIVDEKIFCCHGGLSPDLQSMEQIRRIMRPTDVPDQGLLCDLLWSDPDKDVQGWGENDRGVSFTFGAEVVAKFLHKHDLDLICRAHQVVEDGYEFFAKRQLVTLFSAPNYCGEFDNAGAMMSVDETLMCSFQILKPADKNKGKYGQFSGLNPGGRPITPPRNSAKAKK
core dimer inh: inhibitors of HCV core protein dimerization, primary screen, biochemical, TR-FRET, high-throughput | TR-FRET GST/Flag-core106 dimerization, 1536-well | inhibition, % at 5 µM | 300,000 compounds, 0.33% hits;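 active = inhibition above the mean of all tested compounds plus 3 SD, set per screening campaign, cut at about 45% in these data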
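Test system: GST/Flag-tagged HCV core106 proteins; Medium: KF-containing HEPES buffer, pH 7.45, DTT, CHAPS, BSA; Times: compound-protein-antibody incubation 4 h at 22.5 °C; Detection: TR-FRET 671 and 617 nm emission; Benchmarks: wells lacking GST-core106 and wells with excess unlabelled core106.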
JMJD2C inh: inhibitors of GASC-1 histone demethylase, primary screen, biochemical, fluorescence, DELFIA europium; GST-JMJD2C(1-420) H3K9me3 demethylation; 330,000 compounds, 0.069% hits; inhibition, % at 2.35 µM;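 active = more than half of a compound's replicate wells show inhibition beyond 50%, single wells judged on their own value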;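 note: signal counts dimethyl H3K9 product captured on neutravidin plate; 0% = median of DMSO wells and 100% = 0.3 times that DMSO median; strong numbers were not always called active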
Target sequence (Q9H3R0 1-420 limits assumed): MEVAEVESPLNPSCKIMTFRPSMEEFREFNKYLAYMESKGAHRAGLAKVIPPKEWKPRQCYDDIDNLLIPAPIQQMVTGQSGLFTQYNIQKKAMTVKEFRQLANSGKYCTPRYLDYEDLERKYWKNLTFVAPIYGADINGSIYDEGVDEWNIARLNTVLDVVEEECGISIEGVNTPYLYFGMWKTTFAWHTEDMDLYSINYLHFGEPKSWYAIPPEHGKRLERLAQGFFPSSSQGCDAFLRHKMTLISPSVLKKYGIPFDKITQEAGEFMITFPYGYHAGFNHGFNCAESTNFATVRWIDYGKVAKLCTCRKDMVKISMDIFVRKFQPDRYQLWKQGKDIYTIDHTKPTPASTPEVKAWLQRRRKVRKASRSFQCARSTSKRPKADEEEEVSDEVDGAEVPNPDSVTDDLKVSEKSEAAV
TPT1 inhibitor: Candida albicans TPT1 enzyme inhibitors, primary screen, biochemical, fluorescence polarization | recombinant caTPT1, FP RNA substrate dephosphorylation | inhibition, % at 5 µM | 300,000 compounds, 0.81% hits | AID 1962, 2009;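 active = inhibition above the mean of all tested compounds plus 3 SD, set per screening campaign, cut at about 24% in these data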;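 note: plate controls were DMSO alone for no effect and ferristatin control at 100 nM for full effect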
PP5 primary: PP5 phosphatase inhibitors, primary screen, biochemical, fluorescence; Serine/threonine-protein phosphatase 5 (Homo sapiens), P53041; purified PP5c, OMFP substrate fluorescence; inhibition, % at 6.7 µM; 320,000 compounds, 0.18% hits; AID 1987, 2009;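 active = inhibition above the campaign's mean inhibition across all tested compounds plus 3 SD, cut at about 9.5% in these data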;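 note: 0% = DMSO only and 100% = 100 µM cantharidin control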
procasp3 activ: activators of human procaspase-3 D3A mutant, primary screen, biochemical, absorbance, PC-3 D3A mutant, single concentration; Caspase-3 (Homo sapiens), P42574; recombinant procaspase-3 D3A, Ac-DEVD-pNA absorbance 405 nm; activation, % at 8.5 µM; 330,000 compounds, 0.11% hits; AID 463141, 2010;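 active = activation above the mean of all tested compounds plus 3 SD, cut at about 21% in these data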;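 note: 0% = DMSO alone and 100% = DMSO wells spiked with extra 5 µM PC-3 D3A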
Target sequence (P42574 whole entry D9A/D28A/D175A): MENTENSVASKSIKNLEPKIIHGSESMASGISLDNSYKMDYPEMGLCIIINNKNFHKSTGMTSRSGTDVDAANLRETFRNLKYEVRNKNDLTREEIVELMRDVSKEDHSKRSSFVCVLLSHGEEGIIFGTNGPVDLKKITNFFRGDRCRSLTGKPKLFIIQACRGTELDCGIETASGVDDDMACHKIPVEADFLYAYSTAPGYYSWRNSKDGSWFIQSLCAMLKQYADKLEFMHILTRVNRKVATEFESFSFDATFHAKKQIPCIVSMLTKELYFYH
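Test system: Procaspase-3 D3A mutant; medium: Zinc-free HEPES/NaCl buffer with 0.01% Triton X-100 at pH 7.4; reagent: DEVD-pNA substrate; doses: one concentration, 8.5 µM nominal, 0.8% DMSO; times: 1 h preincubation plus 2 h reaction at 25 °C; signal: Epi-absorbance at 405 nm of released p-nitroaniline, 0 and 120 min; replicates: singlicate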
Efflux pump mplx: inhibitors of Candida efflux pumps in yeast, primary screen, S. cerevisiae, Nile Red, multiplex; 330,000 compounds, 0.44% hits; inhibition, % at 10 µM; S. cerevisiae Candida pump triplex;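 active = plate passing quality check with inhibition over a set limit, or well fluorescence over plate mean plus 4 SD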;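 note: Nile Red retained in pooled yeast measured as flow cytometry median fluorescence; 0% = buffer negative control and 100% = Enniatin B positive control; higher means more Nile Red kept so more efflux inhibition; some compounds called inactive have numbers as strong as hits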
proCasp7 act: procaspase-7 activators, primary screen, counter-screen for procaspase-3 activator project, biochemical, absorbance, HTS, human | Caspase-7 (Homo sapiens), P55210 | recombinant procaspase-7, Ac-DEVD-pNA absorbance 405 nm; D23A/D198A/D206A triple mutant, cannot self-cleave; scale: DMSO 0, 5 µM enzyme 100 | activation, % at 8.5 µM | 330,000 compounds, 0.093% hits;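 active = percent activation above the screen-wide mean plus 3 SD, cut at about 25% in these data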
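Assay system: Uncleavable procaspase-7 mutant enzyme / Input: 2 µM procaspase-7 mutant as dispensed / Dosing: single nominal 8.5 µM compound dose, 0.8% DMSO final / Timing: 1 h enzyme–compound preincubation and 2 h substrate reaction, both 25 °C / Detection: p-Nitroaniline absorbance at 405 nm, read at 0 and 120 min / Replication: singlicate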
* marks the source's active call; other numbers are inactive results; & = joins results of further samples.

`CCN(CC(=O)Nc1ccc2c(c1)OCCO2)Cc1nc2cc(Cl)ccc2c(=O)[nH]1` gave PP1 counter 3, JMJD2C inh 9, PP5 primary 3.9, procasp3 activ -1, Efflux pump mplx -0.2 and proCasp7 act 1.
COC(=O)Cn1ncc2c3ccccc3n(Cc3ccccc3)c2c1=O was read as CTSL1 counter -1, PP1 counter 3, core dimer inh 7, JMJD2C inh 76, TPT1 inhibitor 0, PP5 primary 3.3, procasp3 activ 0, Efflux pump mplx -0.1 and proCasp7 act 9.
Screening COc1ccc(NC(=O)c2cc(NC(=O)C3CCCCC3C(=O)O)ccc2N2CCOCC2)cc1 (stereo not given) returned CTSL1 counter 0, PP1 counter -5, core dimer inh -4, JMJD2C inh 2, TPT1 inhibitor 1, PP5 primary 3.4, procasp3 activ 1, Efflux pump mplx 0.3 and proCasp7 act 3.
O=[N+]([O-])c1ccc2nc(SCc3ccccc3Cl)sc2c1 was read as CTSL1 counter -1, PP1 counter 0, core dimer inh 2, JMJD2C inh 141, TPT1 inhibitor 1, PP5 primary 2.9, procasp3 activ 1, Efflux pump mplx 0.1 and proCasp7 act 3.
Screening COCc1ccc(C(=O)N2CCc3c([nH]c4ccccc34)C2c2ccccn2)s1 (stereo not given) returned CTSL1 counter -3, PP1 counter 1, core dimer inh 9, JMJD2C inh 2, TPT1 inhibitor 1, PP5 primary 0.9, procasp3 activ 2, Efflux pump mplx -0.1 and proCasp7 act 2.
For CCN=C1S/C(=C\c2cc(Br)ccc2OCC(=O)OCC)C(=O)N1CC the results were CTSL1 counter 4, PP1 counter 1, core dimer inh -7, JMJD2C inh -5, TPT1 inhibitor -3, PP5 primary 0.7, procasp3 activ 2, Efflux pump mplx -2.5 and proCasp7 act -9.
Screening CCc1ccccc1NC(=O)CNC(=O)CNC(=O)C1CCCCC1 returned PP1 counter -3, JMJD2C inh 0, PP5 primary 3.8, procasp3 activ 1, Efflux pump mplx 0.2 and proCasp7 act 7.
Screening CCc1ccccc1NC(=O)Nc1cccc(F)c1 returned CTSL1 counter 4, PP1 counter -1, core dimer inh -1, JMJD2C inh 17, TPT1 inhibitor 3, PP5 primary 1.2, procasp3 activ 7, Efflux pump mplx 0.0 and proCasp7 act 5.
`CN(CC(=O)Nc1cccc(F)c1)C(=O)c1ccccc1Cc1ccccc1` gave CTSL1 counter 3, PP1 counter 0, core dimer inh -2, JMJD2C inh -1, TPT1 inhibitor 1, PP5 primary 3.1, procasp3 activ 1, Efflux pump mplx 0.0 and proCasp7 act 10.
CNc1c([N+](=O)[O-])cnn1-c1ccc(Cl)cc1 was read as CTSL1 counter 1, PP1 counter -1, core dimer inh -4, JMJD2C inh -1, TPT1 inhibitor 1, PP5 primary 2.7, procasp3 activ 0, Efflux pump mplx 0.1 and proCasp7 act -3.
Screening N#CC1(NC(=O)COC(=O)c2nc(Cl)ccc2Cl)CCCCC1 returned CTSL1 counter -11, PP1 counter -5, core dimer inh -3, JMJD2C inh 2, TPT1 inhibitor -6, PP5 primary -0.4, procasp3 activ -10, Efflux pump mplx -0.1 and proCasp7 act -4.
N#C/C(=N\Nc1ccc(F)cc1)C(=N)N1CCCCC1 was read as CTSL1 counter 3, PP1 counter -4, core dimer inh -6, JMJD2C inh 3, TPT1 inhibitor 2, PP5 primary 3.0, procasp3 activ -6, Efflux pump mplx 0.0 and proCasp7 act -10.

Molecules shown so far with a Cl atom, in the order listed:
`CCN(CC(=O)Nc1ccc2c(c1)OCCO2)Cc1nc2cc(Cl)ccc2c(=O)[nH]1` gave PP1 counter 3, JMJD2C inh 9, PP5 primary 3.9, procasp3 activ -1, Efflux pump mplx -0.2 and proCasp7 act 1.
O=[N+]([O-])c1ccc2nc(SCc3ccccc3Cl)sc2c1 was read as CTSL1 counter -1, PP1 counter 0, core dimer inh 2, JMJD2C inh 141, TPT1 inhibitor 1, PP5 primary 2.9, procasp3 activ 1, Efflux pump mplx 0.1 and proCasp7 act 3.
CNc1c([N+](=O)[O-])cnn1-c1ccc(Cl)cc1 was read as CTSL1 counter 1, PP1 counter -1, core dimer inh -4, JMJD2C inh -1, TPT1 inhibitor 1, PP5 primary 2.7, procasp3 activ 0, Efflux pump mplx 0.1 and proCasp7 act -3.
Screening N#CC1(NC(=O)COC(=O)c2nc(Cl)ccc2Cl)CCCCC1 returned CTSL1 counter -11, PP1 counter -5, core dimer inh -3, JMJD2C inh 2, TPT1 inhibitor -6, PP5 primary -0.4, procasp3 activ -10, Efflux pump mplx -0.1 and proCasp7 act -4.

(listing goes on)
`CN1C(=O)CSC1=S` gave CTSL1 counter 0, PP1 counter -1, core dimer inh 5, JMJD2C inh 2, TPT1 inhibitor -2, PP5 primary 0.5, procasp3 activ -4, Efflux pump mplx 0.0 and proCasp7 act -4.
Screening CCN(CC)C(=S)SCC(=O)Nc1ccc(S(N)(=O)=O)cc1 returned CTSL1 counter -4, PP1 counter -1, core dimer inh 4, JMJD2C inh -10, TPT1 inhibitor 1, PP5 primary -0.5, procasp3 activ -5, Efflux pump mplx 0.4 and proCasp7 act -1.
Cc1cc(C(=O)OCC(=O)Nc2ncc(C(F)(F)F)cc2Cl)c(C)o1 was read as CTSL1 counter -6, PP1 counter 1, core dimer inh 8, JMJD2C inh 5, TPT1 inhibitor -2, PP5 primary -0.8, procasp3 activ 2, Efflux pump mplx -0.1 and proCasp7 act -3.
Screening O=C(Nc1cccc2ncccc12)c1ccc(F)cc1 returned CTSL1 counter -3, PP1 counter 2, core dimer inh -8, JMJD2C inh -2, TPT1 inhibitor 0, PP5 primary 2.1, procasp3 activ 9, Efflux pump mplx -0.1 and proCasp7 act 5.
Screening O=c1[nH]c(NC2CCCCC2)c([N+](=O)[O-])c(=O)[nH]1 returned CTSL1 counter -3, PP1 counter -2, core dimer inh 3, JMJD2C inh 0, TPT1 inhibitor 0, PP5 primary -0.3, procasp3 activ 5, Efflux pump mplx 4.9 and proCasp7 act 12.
CC1CCCC(C)N1CCCNC(=O)c1nn(C)c2c1CSc1ccccc1-2 (stereo not given) was read as CTSL1 counter -4, PP1 counter 5, core dimer inh -4, JMJD2C inh -18, TPT1 inhibitor -4, PP5 primary -1.6, procasp3 activ -2, Efflux pump mplx 0.0 and proCasp7 act 2.
N/C(=N\O)c1cccc(CS(=O)(=O)c2ccccn2)c1 was read as CTSL1 counter -1, PP1 counter -3, core dimer inh 0, JMJD2C inh -3, TPT1 inhibitor -4, PP5 primary -1.7, procasp3 activ -1, Efflux pump mplx -0.1 and proCasp7 act 1.
CC(=O)N1CCN(c2ccc(Oc3nnnn3-c3ccccc3)cc2)CC1 was read as CTSL1 counter -4, PP1 counter 0, core dimer inh -7, JMJD2C inh 4, TPT1 inhibitor 0, PP5 primary 0.7, procasp3 activ 1, Efflux pump mplx -0.1 and proCasp7 act 24.
For COC(=O)C1C(=O)c2c([nH]c(C(=O)OC3CCCC3C)c2C)CC1C (stereo not given) the results were CTSL1 counter -2, PP1 counter -6, core dimer inh 5, JMJD2C inh 6, TPT1 inhibitor -1, PP5 primary 2.5, procasp3 activ 4, Efflux pump mplx 0.1 and proCasp7 act 2.
COc1nc(NCc2ccc(Cl)cc2)nc(OC)n1 was read as CTSL1 counter 2, PP1 counter -4, core dimer inh -1, JMJD2C inh 1, TPT1 inhibitor 0, PP5 primary 0.7, procasp3 activ -7, Efflux pump mplx 0.0 and proCasp7 act 6.
Screening Cc1cc(C)c2c(n1)sc1c(-c3ccccc3)c(C#N)c(N)nc12 returned CTSL1 counter -2, PP1 counter 0, core dimer inh 1, JMJD2C inh -19, TPT1 inhibitor -5, PP5 primary 4.2, procasp3 activ 1, Efflux pump mplx 18* and proCasp7 act 3.
`COCCOC(=O)C1=C(N)OC2=C(C(=O)CC(C)(C)C2)C1c1cccnc1` (stereo not given) gave CTSL1 counter -1, PP1 counter 3, core dimer inh -4, JMJD2C inh 10&-4, TPT1 inhibitor 0, PP5 primary 2.0, procasp3 activ 10, Efflux pump mplx 0.3 and proCasp7 act -3.
`Cc1cc(C)n(-c2ccc(Cl)c(C(=O)NCc3ccccc3)n2)n1` gave CTSL1 counter -2, PP1 counter 3, core dimer inh -2, JMJD2C inh 3, TPT1 inhibitor -1, PP5 primary 3.2, procasp3 activ 14, Efflux pump mplx -0.1 and proCasp7 act 6.
Screening N#CC1=C(N)N2C(=C(C#N)C13CCCC3)Nc1ccccc12 returned CTSL1 counter -1, PP1 counter 3, core dimer inh 1, JMJD2C inh -13, TPT1 inhibitor 3, PP5 primary 0.1, procasp3 activ 1, Efflux pump mplx -0.1 and proCasp7 act 9.
For Cc1[nH]c2ccccc2c1C(=O)C(=O)NCCC1=CCCCC1 the results were CTSL1 counter 0, PP1 counter 4, core dimer inh -7, JMJD2C inh -5, TPT1 inhibitor -4, PP5 primary 4.1, procasp3 activ 7, Efflux pump mplx 0.2 and proCasp7 act 2.
For Cc1ccc(C(=O)NCC#N)cc1 the results were CTSL1 counter 1, PP1 counter -2, core dimer inh -2, JMJD2C inh -9, TPT1 inhibitor -2, PP5 primary -3.3, procasp3 activ -1, Efflux pump mplx 0.0 and proCasp7 act 5.
CCn1c2ccccc2c2nnc(SCC(=O)N3CC(C)OC(C)C3)nc21 (stereo not given) was read as CTSL1 counter 3, PP1 counter -12, core dimer inh 1, JMJD2C inh -4, TPT1 inhibitor 1, PP5 primary 1.0, procasp3 activ 0, Efflux pump mplx 0.2 and proCasp7 act -10.
Screening Cc1cc(C)cc(NC(=O)c2ccc(S(=O)(=O)C(F)F)cc2)c1 returned CTSL1 counter 2, PP1 counter 3, core dimer inh -5, JMJD2C inh -5, TPT1 inhibitor -2, PP5 primary 2.8, procasp3 activ -4, Efflux pump mplx -0.1 and proCasp7 act 1.
`CC(=O)Nc1ccc(S(=O)(=O)N2CCSc3ccccc32)cc1` gave JMJD2C inh -5, procasp3 activ 5, Efflux pump mplx 0.3 and proCasp7 act -3.

This is a random part of the collection; about 2.9% have a hit in one of these screens.
